# From PubChem
# GFP derepression: epigenetic GFP locus derepression in mouse cells | mouse C127i GFP locus derepression, cytometry, 30 h | Potency, µM (highest dose often 46.1 µM), inactives show at the highest dose GFP derepression (activation) | 68,000 compounds, 0.09% hits; note: % of control where 0% means no effect
#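 Locus derepression in mouse mammary C127i cells whose integrated CMV-GFP reporter is normally silent; GFP expression after 30 h compound treatment was quantified by counting fluorescent cells.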
# Hsp90 Hop PPI: changes Hsp90-Hop TPR2A binding signal, up or down | AlphaScreen TPR2A-His6 binding biotin-Hsp90 C-terminal peptide | Potency, µM (highest dose often 57 µM), for the others: top-dose activity change, negative = inhibition | 71,000 compounds, 0.44% hits; active = well fitted curve in either direction with a large enough effect; inconclusive = small, poorly fitted or top-dose-only effect, or another doubt; note: potency is the fitted concentration of half-maximal effect; % is set by controls: 0 for no effect and ±100 for the full control effect; many of its hits are not listed in these tables
# HADH2 inh: inhibitors of human HADH2 dehydrogenase; recombinant HADH2, NADH fluorescence, beta-hydroxybutyryl-CoA; Potency, µM (top dose mostly 57.1 µM), without a hit: top-dose activity change, negative = inhibition, most hits filed as inhibitors; 73,000 compounds, 3.4% hits; note: potency is the fitted concentration of half-maximal effect; % is set by controls: 0 for no effect and ±100 for the full control effect; nearly all actives have a fitted effect of over 60% in size; many of its hits are not listed in these tables
# Target sequence (Q99714 whole entry, looked up, one chain of several): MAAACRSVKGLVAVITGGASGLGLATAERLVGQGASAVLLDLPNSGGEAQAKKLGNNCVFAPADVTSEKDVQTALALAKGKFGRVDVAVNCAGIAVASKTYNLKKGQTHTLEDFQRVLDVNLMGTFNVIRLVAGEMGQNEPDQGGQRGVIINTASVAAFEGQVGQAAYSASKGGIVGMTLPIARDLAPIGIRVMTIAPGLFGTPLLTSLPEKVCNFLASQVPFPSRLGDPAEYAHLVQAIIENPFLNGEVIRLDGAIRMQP
#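 Activity measured as NADH fluorescence gain (360/450 nm), taken as the change between first and last reads of a 4-min kinetic run. Conditions: pH 9.0 Tris buffer, 20 nM E. coli-expressed His-tagged enzyme, 1 mM NAD+, 90 uM beta-hydroxybutyryl-CoA; 15-min compound preincubation.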
# CRE Fsk mod: alters forskolin-stimulated CRE reporter signaling in CHO cells; CHO CRE-bla reporter (cAMP response element driving beta-lactamase), forskolin EC10, beta-lactamase ratio; Potency, µM (series often up to 38.2 µM), inactives show at the top dose activity change, negative = inhibition, hits mostly activators; AID 662; 71,000 compounds, 2.5% hits; active = well fitted activation curve with a large enough effect in the signal ratio, with a control signal flat, not every such curve was filed as active; inconclusive = small, poorly fitted or top-dose-only effect, or effect the other way, or a change in a side signal; the % refers to the signal ratio; note: potency is the fitted concentration of half-maximal effect; % of control where 0% means no effect
#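 qHTS titration format; CRE-bla CHO reporter; stimulus EC10 NKH 477, a water-soluble forskolin. Read: CCF4 460/530 nm ratio. Potency expressed as AC50 for activators or inhibitors.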
# BRCT PPI red: disrupts BRCA1 BRCT binding to phosphoprotein, red fluorophore readout; P38398; BRCT-phosphopeptide binding, red fluorescence polarization; Potency, µM (titrated, usually from 76.9 µM), inactives show at the highest dose activity change, negative = inhibition, hits mostly inhibitors; 75,000 compounds, 0.03% hits; note: % is set by controls: 0 for no effect and ±100 for the full control effect
#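 Rhodamine-labelled pBACH1 10-mer (100 nM) bound to BRCT domain (100 nM) at pH 7.3; compounds incubated 12 min room temperature, polarization read. Free peptide defines full inhibition; unlabelled decapeptide titrated as control.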
# ALOX15 inhib: 15-hLO (ALOX15) enzyme inhibition | 74,000 compounds, 1.4% hits | Potency, µM (doses to about 57.1 µM), inactives show at the highest dose activity change, negative = inhibition, actives largely listed as inhibitors | purified 15hLO-1, xylenol orange hydroperoxide absorbance; note: potency is the fitted concentration of half-maximal effect; % is set by controls: 0 for no effect and ±100 for the full control effect; nearly all actives have a fitted effect of over 55% in size
# Target sequence (P16050 whole entry, looked up): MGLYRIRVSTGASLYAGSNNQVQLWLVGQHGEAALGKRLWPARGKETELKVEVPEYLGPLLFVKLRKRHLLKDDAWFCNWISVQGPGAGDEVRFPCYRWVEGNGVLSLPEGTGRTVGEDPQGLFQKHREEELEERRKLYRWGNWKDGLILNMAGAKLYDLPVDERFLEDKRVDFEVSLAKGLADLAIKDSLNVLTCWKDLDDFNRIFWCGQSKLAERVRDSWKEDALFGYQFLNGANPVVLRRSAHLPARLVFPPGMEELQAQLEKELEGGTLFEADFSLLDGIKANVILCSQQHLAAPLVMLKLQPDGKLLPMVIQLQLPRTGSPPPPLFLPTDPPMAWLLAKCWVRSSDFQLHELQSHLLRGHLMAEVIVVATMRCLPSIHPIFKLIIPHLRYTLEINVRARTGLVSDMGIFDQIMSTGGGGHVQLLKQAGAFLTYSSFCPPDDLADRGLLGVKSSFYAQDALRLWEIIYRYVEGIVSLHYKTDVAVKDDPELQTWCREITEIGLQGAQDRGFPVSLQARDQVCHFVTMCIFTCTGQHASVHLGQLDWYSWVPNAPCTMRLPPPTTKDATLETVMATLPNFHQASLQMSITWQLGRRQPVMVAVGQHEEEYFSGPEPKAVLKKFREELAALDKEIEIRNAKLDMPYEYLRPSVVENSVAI
#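 40 nM 15hLO-1 + cpd, 15 min RT; start w/ 50 uM AA (final), 6 min RT; stop/detect w/ 200 uM XO + 300 uM Fe(II) in 50 mM H2SO4, 30 min; A573/A405. Buffer 25 mM Hepes pH 7.5, 0.01% Triton X-100. No-enzyme wells as negative control.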
# DNA Pol III inh: DNA polymerase III holoenzyme inhibition; reconstituted DNA polymerase III holoenzyme replication, biochemical; AID 603; 71,000 compounds, 0.25% hits; Potency, µM (doses to about 57.1 µM), for inactives: at the top dose activity change, negative = inhibition; note: potency is the fitted concentration of half-maximal effect; % is set by controls: 0 for no effect and ±100 for the full control effect
#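 Reconstituted *E. coli* holoenzyme (0.35 nM Pol III, 1 nM beta, 154 nM SSB, 2 nM primase) was preincubated with compound for 15 min at RT. Synthesis on 1.4 nM ssM13Gori ran 35 min, then was stopped with PicoGreen/EDTA and read as dsDNA fluorescence.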
# USP2a inhib: blocks human ubiquitin-specific protease USP2a; O75604; USP2a enzymatic assay, qHTS inhibition; Potency, µM (highest dose often 38.3 µM), for the others: top-dose activity change, negative = inhibition, usual class: inhibitors; 60,000 compounds, 0.1% hits;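 note: potency is the fitted concentration of half-maximal effect; nearly all actives have a fitted effect of over 60% in size; plate controls were DMSO for no effect and NEM full inhibition control for full effect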
#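 20 nM USP2 core + cpd, 30 min RT; add 20 nM Ub-PLA2/20 uM NBD C6-HPC; read Ex460/Em535 at 0 h and 2.5 h. Normalized to NEM; qHTS curve fit/classification.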
# HBB splice mod: alters splicing of the hemoglobin beta chain. HBB splicing reporter cell assay, activation; EGFP reporter with mutant IVS2-654 intron; response scale: normalised to 500 nM splice-correcting PNA. Potency, µM (top dose mostly 46.1 µM), for inactives: at the top dose activation, usual class: activators. 65,000 compounds, 0.06% hits; note: potency is the fitted concentration of half-maximal effect; 0% is about no effect
#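 HeLa cells stably expressing EGFP interrupted by mutant beta-globin intron 2 (IVS2-654), 500/well in 2% FCS. Treated with compound for 2 days at 37C. Splicing correction scored as total well GFP intensity (488 nm excitation, 500-520 nm emission); 500 nM antisense PNA served as control.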
# BRCT inh green: blocks human BRCA1 BRCT binding to phosphopeptide, green readout. BRCA1 BRCT-phosphopeptide binding, green fluorescence polarization. Potency, µM (top dose mostly 76.9 µM), for the others: at the top dose activity change, negative = inhibition, hits mostly inhibitors. 75,000 compounds, 0.05% hits. AID 875;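 note: potency is the fitted concentration of half-maximal effect; plate controls were peptide without protein for full effect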
#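 Fluorescence polarization: His-tagged BRCT (~35 kDa BRCA1 C-terminus, 250 nM) bound to 100 nM fluorescein-labeled phosphorylated 10-aa BACH1 peptide, pH 7.3 phosphate buffer with DTT and Tween 20. Compounds incubated 12 min at room temperature; inhibition read as lowered polarization.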
# Ub-GFP proteasome: inhibits proteasome, raising ubiquitin-GFP reporter fluorescence. Ubiquitin-GFP reporter cells, proteasome inhibition, GFP fluorescence; response scale: untreated = 0%, 10 µM MG-132 = 100%. Potency, µM (highest dose often 45.9 µM), for inactives: top-dose activation (GFP accumulation), usual class: activators. 67,000 tested, under 10 active; active = well fitted activation curve with a large enough effect, not every such curve was filed as active; inconclusive = small, poorly fitted or top-dose-only effect, or another doubt; inactive = no such curve, though single readings can be large or run the other way; note: potency is the fitted concentration of half-maximal effect
#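 Proteasome blockade was scored as a rise in GFP-expressing U2OS cells carrying a ubiquitin(G76V)-GFP construct, imaged after 4 hr compound treatment at 37 °C across a 46 uM–2.9 nM series.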
# An asterisk follows results filed as active; i = inactive; ? = inconclusive; . = no result given; [ ] = remark or other dose. Unless noted, calls come from the whole dose curve; as a rule, active = well fitted curve in the direction sought with a large enough effect; inconclusive = small, poorly fitted or top-dose-only effect, or another doubt; inactive = no such curve, though single readings can be large; an effect the other way counts as inactive or inconclusive. These rows are one share of the data, so the mix of outcomes need not match the whole.
SMILES,GFP derepression,Hsp90 Hop PPI,HADH2 inh,CRE Fsk mod,BRCT PPI red,ALOX15 inhib,DNA Pol III inh,USP2a inhib,HBB splice mod,BRCT inh green,Ub-GFP proteasome
CCCC(=O)Nc1ccccc1N1CCN(C(=O)c2ccccc2)CC1,3%,0%,0%,-7%,-0.4%,1%,-1%,2%,-0.4%[57.5 µM],-1.7%,-2%
Cc1ccc(NC(=O)CSc2nnc(CNC(=O)c3c(F)cccc3Cl)o2)cc1,2%,-3%,2%,-2%,0.6%,1%,-8%,11%,0.1%,-1.1%,3%
COc1ccc(N2CCN(/C(=N\S(=O)(=O)c3ccccc3)Nc3nc(C)cc(C)n3)CC2)cc1,-3%,-8%,i,-4%,0.2%,-1%,-1%,6%,0.0%,-0.3%,-7%
Cn1c(=O)c(C(=O)NCCO)c(O)c2ccccc21,8%,-2%,-6%,?,-0.7%,-4%,-4%,3%,-0.5%,1.4%,-4%
CN(C)CCN1C(=O)C(=O)/C(=C(/O)c2ccccc2)C1c1ccccc1F (configuration not stated),0%,-2%,-14%,-1%,0.8%,-2%,2%,-2%,-5.0%,-1.6%,-17%
CCCOc1ccc(-c2nnn(CC(=O)OCC)n2)cc1,1%,15%,-9%,-2%,-3.0%,-2%,-3%,0%,-1.8%,-5.3%,9%
COc1ccc2noc3c2c1C(=O)c1ccccc1-3,2%,?,?,15%,-9.7%,?,482%,84%[activator],-1.0%[9.22 µM],3.2µM*,22%
COCCNC(=O)Cn1c(=O)n(Cc2ccc(C(=O)NCc3ccco3)cc2)c(=O)c2ccccc21,2%,0%,5%,-4%,-0.7%,8%,0%,-3%,-0.8%,-1.3%,1%
CCOC(=O)c1c(C)[nH]c(C(=O)COC(=O)c2cnc(C)cn2)c1C,1%,-2%,-14%,?,1.8%,-1%,-6%,7%,-3.4%,0.3%,2%
Cc1nc2ccccc2n1CC(=O)NCCN1CCCC1,3%,-6%,-6%,-7%,-1.8%,6%,-4%,-1%,2.1%,-0.4%,8%
CCCCCCNC(=O)c1c(O)c2cccc3c2n(c1=O)CCC3,-2%,3%,-7%,5%,-2.1%,-20%,-2%,-14%,-0.9%,4.3%,-3%
CC1CN(C(=O)CN2C(=O)NC(C)(c3ccccc3)C2=O)CC(C)O1 (configuration not stated),0%,-2%,-5%,?,-4.0%,24%,8%,-1%,-5.3%,1.7%,-9%
CCC(C)(C)n1nnnc1C(c1cccc(C#N)c1)N1CCN(c2cc(C)ccc2C)CC1 (configuration not stated),5%,-1%,1%,?,1.6%,1%,-3%,-6%,1.8%,-1.8%,-3%
COCCn1c(SCC(=O)Nc2cccc(C)c2)nnc1C(C)C,4%,0%,4%,1%,0.0%,15%,3%,2%,-0.1%[57.5 µM],-0.3%,2%
Cc1ccc(SCc2cc(=O)n3[nH]cnc3n2)cc1,2%,-2%,4%,-6%,0.8%,9%,-4%,-8%,0.1%,-0.6%,-2%
O=[n+]1cc(-c2ccc(F)cc2)n([O-])c2c1CCC2,0%,42%,38%[activator],-4%,-0.7%,-23%,-4%,16%,.,-0.3%,1%
CCN1CCN(c2ccc(NC(=O)c3ccc4c(c3)OCO4)cc2)CC1,-3%,-5%,4%,0%,-0.7%,6%,-9%,1%,-0.6%,0.4%,5%
CCOC(=O)C1C(=O)CC(C)(O)C(C(=O)OCC)C1c1ccc(OCC)cc1 (configuration not stated),-4%,3%,8%,-6%,0.2%,2%,-3%,-4%,-1.0%[9.22 µM],-0.7%,-4%
O=c1c2ccccc2nc(-c2ccccc2)n1CCCn1ccnc1,-3%,-2%,2%,?,1.5%,20%,0%,11%,0.3%,1.4%,7%
CCN(C(C)=O)c1nnc(CSc2nc3ccccc3s2)s1,0%,-2%,-11%,13µM*,5.4%,-21%,1%,21%,-1.6%,31%[activator],0%
CN1CCC2(CC1)NC(=O)NC2=O,0%,0%,2%,-3%,-0.2%,0%,-9%,-7%,-0.2%[57.5 µM],-0.9%,-1%
O=S(=O)(NC1CCCCC1)c1cccc(-c2nnc(-c3ccccc3)o2)c1,0%,3%,-18%,3%,-2.2%,-21%,0%,21%,-0.3%[9.22 µM],-0.5%,14%
COc1cccc(CC(=O)NCC2COc3ccccc3O2)c1OC (configuration not stated),-1%,-6%,5%,?,0.8%,2%,-3%,-2%,2.5%,-0.8%,2%
C=CCn1c(=O)c2ccccc2n2c(SCc3nnc(-c4ccccc4Br)o3)nnc12,-6%,-2%,3%,14%,-0.9%,-14%,-9%,39%[activator],-0.5%[57.5 µM],1.6%,1%
CN(C)/C=N/c1c(C(=O)NCc2ccccc2)nnn1Cc1ccccc1,3%,3%,-5%,?,2.0%,-4%,6%,-2%,-0.4%,-1.9%,5%

# A few values from the results shown:
# `CN(C)/C=N/c1c(C(=O)NCc2ccccc2)nnn1Cc1ccccc1` in BRCT inh green is entered as -1.9%
# `CCN1CCN(c2ccc(NC(=O)c3ccc4c(c3)OCO4)cc2)CC1` in HADH2 inh is entered as 4%

# Going on with the list.
SMILES,GFP derepression,Hsp90 Hop PPI,HADH2 inh,CRE Fsk mod,BRCT PPI red,ALOX15 inhib,DNA Pol III inh,USP2a inhib,HBB splice mod,BRCT inh green,Ub-GFP proteasome
Cn1c(SCC(=O)Nc2cccc(F)c2)nnc1-c1cc2ccccc2o1,-2%,-2%,-10%,-5%,0.6%,6%,-17%,2%,-1.0%,-2.7%,-7%
CCCn1c(-c2ccc(F)cc2)nc2c(NCCN3CCCCC3)nc(C)nc21,.,-1%,15%,4%,0.1%,5%,-11%,.,-0.2%,-0.2%,-8%
COCCn1c(COc2ccc(Cl)cc2)nnc1SCC(N)=O,2%,2%,8%,-17%,-0.2%,2%,-3%,-10%,-2.3%,-1.9%,-1%
O=c1cnc2cnc(Oc3cccc(Cl)c3)nc2n1C[C@H]1CCCO1,11%[9.22 µM],-2%,-1%,-9%,-3.2%,3%,-10%,12%,1.6%,0.0%,4%
O=C(CSCc1ccccc1)N1CCN(Cc2ccc3c(c2)OCO3)CC1,-2%,-1%,7%,-2%,-1.5%,-4%,-6%,.,-0.2%[57.5 µM],1.2%,2%
COc1ccccc1NC(=O)Oc1ccc(NC(=O)c2ccco2)cc1,-2%,0%,-3%,-10%,1.3%,-2%,-4%,-3%,0.0%[57.5 µM],-1.4%,4%
COc1cc(NC(=O)Cc2ccccc2)ccc1NC(=O)c1ccco1,-2%,-4%,51%[activator],-4%,0.2%,-5%,-5%,11%,-5.2%,-0.5%,-9%
CCC(Sc1nc2n[nH]c(C)c2c(=N)n1-c1ccc(C)c(Cl)c1)C(=O)N1CCOCC1 (configuration not stated),-3%,0%,2%,?,-0.4%,-3%,2%,59%[activator],-0.6%,1.8%,18%
COC(=O)COc1ccc(S(=O)(=O)Nc2ccc(NC(C)=O)cc2)cc1C,10%,1%,1%,1%,-0.1%,-3%,-7%,-4%,-1.5%,-0.3%,-2%
Nc1nc(CSc2nc3ccccc3[nH]2)nc(N2CCOCC2)n1,4%,-5%,8%,10µM*,-0.5%,8%,-3%,3%,-1.9%,0.0%,0%
O[C@H](CCCN1CCN(c2ncc(F)cn2)CC1)c1ccc(F)cc1,-1%,-4%,8%,?,1.2%,-21%[25.6 µM],-6%,.,.,0.1%,3%
COc1cccc(Oc2nnnn2-c2ccccc2)c1,0%,7%,-3%,0%,-0.6%,-15%,-3%,-3%,-0.3%,-1.4%,1%
Cn1c(SCc2nn[nH]n2)nc2c1c(=O)n(Cc1ccccc1Cl)c(=O)n2C,6%,-4%,2%,10%,1.9%,-5%,-2%,-1%,-0.6%,-0.5%,-4%

# Structures listed above that bear a hit mark in BRCT inh green.
canonical_smiles	Hsp90 Hop PPI	HADH2 inh	CRE Fsk mod	BRCT PPI red	ALOX15 inhib	DNA Pol III inh	BRCT inh green	Ub-GFP proteasome
COc1ccc2noc3c2c1C(=O)c1ccccc1-3	?	?	15%	-9.7%	?	482%	3.2µM*	22%
